Assay outcomes: PubChem, several laboratories
MITF TRPM1 inh – MITF TRPM1 promoter inhibition in SK-MEL-5 cells. AID 488899. 330,000 compounds, 0.83% hits. inhibition, % at 12.5 µM. SK-MEL-5 TRPM1 promoter luciferase, 24 h;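 active = mean inhibition across replicates of 60% or more, whatever share of single replicates reaches that level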; note: values of inactives mirror those of a sister screen read the other way
Peg3 promoter – reduces Peg3 promoter-driven luciferase expression in HeLa. HeLa PEG-Prom luciferase reporter, luminescence, overnight. inhibition, % at 20 µM. 360,000 compounds, 1.7% hits. AID 588405;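 active = inhibition of at least 50% at 20 µM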
Shn3 3UTR inh – Schnurri-3 reporter inhibition in Clone20 osteoblasts; Clone20 osteoblast Shn3 3'UTR firefly luciferase, 24 h; inhibition, % at 12.5 µM; 360,000 compounds, 0.52% hits; AID 588674;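 active = mean inhibition of at least 75% with every replicate also reaching 75%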;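 note: 0% = median of neutral control wells and 100% = pilot-screen positive control compound; some compounds past the cut are filed as inactive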
NR2E3 ag-1 – agonists of human NR2E3 nuclear receptor | CHO-S Gal4-NCOR/VP16-NR2E3 two-hybrid, luciferase | inhibition of corepressor binding, % at 3.98 µM | 360,000 compounds, 0.35% hits | AID 602229;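 active = inhibition above the mean of all tested compounds plus 3 SD, cut at about 70% in these data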;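 note: 0% = DMSO with NR2E3 transfected cells and 100% = cells lacking NR2E3 construct; higher means lower luciferase signal from less NR2E3 corepressor binding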
Target sequence (Q9Y5X4 whole entry, looked up, the tested form may be a part): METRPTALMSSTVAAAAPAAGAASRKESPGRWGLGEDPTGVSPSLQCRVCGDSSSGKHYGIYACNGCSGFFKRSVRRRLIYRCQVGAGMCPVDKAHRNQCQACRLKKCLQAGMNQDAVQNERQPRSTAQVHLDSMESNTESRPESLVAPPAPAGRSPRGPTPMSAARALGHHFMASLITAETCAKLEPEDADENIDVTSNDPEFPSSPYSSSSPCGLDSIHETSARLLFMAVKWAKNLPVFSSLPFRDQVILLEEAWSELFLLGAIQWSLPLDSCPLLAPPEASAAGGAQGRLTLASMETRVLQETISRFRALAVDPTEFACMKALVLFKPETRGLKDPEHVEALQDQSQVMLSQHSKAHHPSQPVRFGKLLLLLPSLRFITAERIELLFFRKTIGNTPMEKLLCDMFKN
iPSC survival up – hiPSC single-cell survival enhancement. survival enhancement, % at 20 µM. ATPlite luminescence; 100% = ROCK inhibitor wells, 0% = DMSO. 360,000 compounds, 0.044% hits; in the data active = survival enhancement above about 18%;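 note: cells exposed to compounds for 16 hours before the ATP read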
NR2E3 ag-2 – activates human photoreceptor nuclear receptor NR2E3. Q9Y5X4. GST-NR2E3/biotin-RetCOR TR-FRET, 1536-well. inhibition of corepressor binding, % at 4.78 µM. 320,000 compounds, 0.12% hits. AID 2300;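 active = percent inhibition above the cutoff of mean plus 3 SD of all tested compounds, set per screening campaign, cut at about 20% in these data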;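 note: 0% = DMSO wells and 100% = biotin wells as full block of FRET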
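Format: 1536-well format; test system: GST-NR2E3 and biotin-RetCOR proteins; read-out basis: percent inhibition of TR-FRET ratio; timing: 5 h incubation at 4 °C; detection: time-resolved FRET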
HIF-2a inh – blocks HIF-2a reporter activity. 786-0 RCC cells HIF-2a reporter, luciferase luminescence, overnight. inhibition, % at 18.8 µM. 360,000 compounds, 0.72% hits;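 active = inhibition of the luminescence signal of 40% or more relative to plate controls, in a single-dose primary screen at 18.75 µM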
CF NFkB inh – cystic fibrosis NF-kB activation inhibition. KKLEB NF-kB-GFP reporter, PAF-induced, GFP fluorescence overnight. inhibition, % at 5 µM. 360,000 compounds, 0.86% hits. AID 588850;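 active = at least 50% inhibition at 5 µM, scaled per plate between neutral and stimulator controls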;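 note: PAF is a Pseudomonas aeruginosa culture filtrate used as stimulus; plate controls were PAF-stimulated DMSO wells for no effect and unstimulated DMSO wells for full effect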
KKLEB tox – reduces viability of KKLEB cystic fibrosis airway cells; KKLEB CF airway cells viability, ATPlite luminescence, overnight; stronger effect = lower value; cells stimulated with P. aeruginosa culture filtrate; activity change (cytotoxicity), % at 5 µM; 360,000 compounds, 0.36% hits;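 active = corrected activity change at or below -50% at 5 µM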
TWEAK Fn14 block – inhibitors of TWEAK-Fn14 interaction signaling. TWEAK-stimulated Fn14 reporter cells, luciferase luminescence, 8 h. 360,000 compounds, 2% hits. inhibition, % at 10 µM. AID 1159606; in the data active = inhibition above about 50%
aDG glyco act – increases alpha dystroglycan glycosylation; Pro5-aDG cells, alpha-DG glycosylation AlphaScreen (IIH6); 0% Pro5, 100% B10-LARGE cell signal; activation, % at 10 µM; 360,000 compounds, 0.22% hits; AID 624168;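 active = activation of at least 8% versus controls, or a plate z-score of at least 8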;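 note: Pro5 are CHO cells carrying HIG-tagged alpha-DG that lacks glycosylation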
The depositor's hits bear a star. The order is random. Share with any hit: about 4.4%.

`Cc1cc2c(cc1C)C(c1ccccc1Br)CC(=O)N2` (stereo not drawn) gave MITF TRPM1 inh 4, Peg3 promoter 42, Shn3 3UTR inh 15, NR2E3 ag-1 -72, iPSC survival up -1.0, NR2E3 ag-2 -3, HIF-2a inh 21, CF NFkB inh -6, KKLEB tox 6, TWEAK Fn14 block 5 and aDG glyco act 0.4.
Cc1[nH]c(N)nc(=S)c1CCCNc1ccccc1 was read as MITF TRPM1 inh -17, Peg3 promoter 5, Shn3 3UTR inh 2, NR2E3 ag-1 -4, iPSC survival up 1.1, HIF-2a inh 3, CF NFkB inh -2, KKLEB tox 1, TWEAK Fn14 block 0 and aDG glyco act -0.2.
For O=C(O)Cn1nnnc1SCC(=O)Nc1ccc(OC(F)(F)F)cc1 the results were MITF TRPM1 inh 0, Peg3 promoter -2, Shn3 3UTR inh -2, NR2E3 ag-1 -23, iPSC survival up -0.7, NR2E3 ag-2 0, HIF-2a inh 7, CF NFkB inh -16, KKLEB tox 14, TWEAK Fn14 block -7 and aDG glyco act 0.1.
For CCN(CC)Cc1cc(NC2=NS(=O)(=O)c3ccccc32)ccc1OC(=O)c1ccccc1 the results were MITF TRPM1 inh -8, Peg3 promoter 13, Shn3 3UTR inh -22, NR2E3 ag-1 -25, iPSC survival up 3.2, NR2E3 ag-2 1, HIF-2a inh 21, CF NFkB inh -2, KKLEB tox 8, TWEAK Fn14 block -12 and aDG glyco act 0.0.
Screening CCCNC(=O)C1(C)CCN(C(=O)c2ccc3c(c2)CCO3)C1 (stereo not drawn) returned Peg3 promoter 16, Shn3 3UTR inh -15, NR2E3 ag-1 3, iPSC survival up 2.8, HIF-2a inh 6, CF NFkB inh -8, KKLEB tox 4, TWEAK Fn14 block -16 and aDG glyco act 0.1.
`CN1CCCC(OC(=O)c2cc(Cl)cc(Cl)c2)C1` (stereo not drawn) gave MITF TRPM1 inh -13, Peg3 promoter 14, Shn3 3UTR inh -25, NR2E3 ag-1 -3, iPSC survival up 0.1, NR2E3 ag-2 2, HIF-2a inh 9, CF NFkB inh 0, KKLEB tox 8, TWEAK Fn14 block 0 and aDG glyco act 0.0.
`CC1CC(C)CN(C(=O)CSc2n[nH]c(N)n2)C1` (stereo not drawn) gave MITF TRPM1 inh 6, Peg3 promoter 0, Shn3 3UTR inh 0, NR2E3 ag-1 3, iPSC survival up -0.4, HIF-2a inh 9, CF NFkB inh 2, KKLEB tox 3, TWEAK Fn14 block 0 and aDG glyco act -0.2.
Screening CCCN(CC(=O)Nc1ccc(F)c(F)c1F)Cc1cc(=O)n2ccsc2n1 returned MITF TRPM1 inh 7, Peg3 promoter 16, Shn3 3UTR inh 25, NR2E3 ag-1 -13, iPSC survival up 0.3, NR2E3 ag-2 -3, HIF-2a inh 0, CF NFkB inh -8, KKLEB tox 5, TWEAK Fn14 block -9 and aDG glyco act 0.0.
For COC(=O)C1=NNC2(c3ccc(C)cc3)C(=O)N(c3cccc(C)c3C)C(=O)C12 (stereo not drawn) the results were MITF TRPM1 inh -6, Peg3 promoter -3, Shn3 3UTR inh -29, NR2E3 ag-1 -11, iPSC survival up 1.4, NR2E3 ag-2 0, HIF-2a inh 15, CF NFkB inh 10, KKLEB tox 5, TWEAK Fn14 block -13 and aDG glyco act 0.1.
Screening Cc1cc2nnc(SCC(=O)Nc3cccc(S(=O)(=O)N4CCOCC4)c3)n2c2ccccc12 returned MITF TRPM1 inh -6, Peg3 promoter 22, Shn3 3UTR inh -11, NR2E3 ag-1 11, iPSC survival up 0.1, NR2E3 ag-2 -2, HIF-2a inh 12, CF NFkB inh 1, KKLEB tox -9, TWEAK Fn14 block -11 and aDG glyco act 0.1.
Cc1c(OCC(=O)NCCCN2CCCC2=O)ccc2c3c(c(=O)oc12)CCC3 was read as MITF TRPM1 inh -8, Peg3 promoter -11, Shn3 3UTR inh -3, NR2E3 ag-1 15, iPSC survival up -0.5, NR2E3 ag-2 3, HIF-2a inh -13, CF NFkB inh -11, KKLEB tox 6, TWEAK Fn14 block -21 and aDG glyco act -0.1.
For COc1cccc(N=Cc2nc(-c3ccccc3)oc2OC(C)=O)c1 the results were MITF TRPM1 inh 4, Peg3 promoter 13, Shn3 3UTR inh 13, NR2E3 ag-1 -5, iPSC survival up -0.1, NR2E3 ag-2 8, HIF-2a inh 9, CF NFkB inh 3, KKLEB tox 8, TWEAK Fn14 block 4 and aDG glyco act 0.1.
For Cc1c(C(=O)NCc2ccc(C(C)C)cc2)sc(=O)n1Cc1ccc(S(=O)(=O)N(C)C)cc1 the results were Peg3 promoter 11, Shn3 3UTR inh 72, NR2E3 ag-1 74*, iPSC survival up -1.0, HIF-2a inh -4, CF NFkB inh 14, KKLEB tox -11, TWEAK Fn14 block 64* and aDG glyco act 1.7.
For COc1ccc(C=O)cc1OS(=O)(=O)c1ccc(NC(C)=O)cc1 the results were MITF TRPM1 inh 27, Peg3 promoter 27, Shn3 3UTR inh -1, NR2E3 ag-1 -6, iPSC survival up -3.8, NR2E3 ag-2 0, HIF-2a inh 10, CF NFkB inh 19, KKLEB tox -18, TWEAK Fn14 block 25 and aDG glyco act -0.1.
`O=C(Cc1nnc(NC(=O)c2ccccc2)s1)N/N=C\c1ccc(O)c(O)c1` gave MITF TRPM1 inh 10, Peg3 promoter 7, Shn3 3UTR inh -12, NR2E3 ag-1 -27, iPSC survival up 3.2, NR2E3 ag-2 0, HIF-2a inh 17, CF NFkB inh 9, KKLEB tox -2, TWEAK Fn14 block 8 and aDG glyco act -0.1.
Screening CCC(=O)Nc1ccc(C(=O)NNC(=O)CCCCC(=O)NNC(=O)c2ccc(NC(=O)CC)cc2)cc1 returned Peg3 promoter -9, Shn3 3UTR inh 0, NR2E3 ag-1 -16, iPSC survival up -0.6, HIF-2a inh 13, CF NFkB inh -7, KKLEB tox -4, TWEAK Fn14 block -4 and aDG glyco act 0.7.
For c1ccc(Nc2c3c(nc4ncnn24)CCC3)cc1 the results were MITF TRPM1 inh 3, Peg3 promoter 7, Shn3 3UTR inh 22, NR2E3 ag-1 3, iPSC survival up 0.3, NR2E3 ag-2 -2, HIF-2a inh -1, CF NFkB inh 3, KKLEB tox 0, TWEAK Fn14 block -10 and aDG glyco act 0.1.
Screening CCN(CC)C(=O)C1=C(C)N(Cc2ccc(C(C)(C)C)cc2)C(=O)C(CC(=O)NC2CCCC2)C1 (stereo not drawn) returned Peg3 promoter 8, Shn3 3UTR inh -9, NR2E3 ag-1 14, iPSC survival up 2.5, HIF-2a inh -7, CF NFkB inh 28, KKLEB tox 5, TWEAK Fn14 block -9 and aDG glyco act 0.2.
Screening C[C@H](NC(=O)c1ccc(C(C)(C)C)cc1)C(=O)N1CCOCC1 returned MITF TRPM1 inh -2, Peg3 promoter 1, Shn3 3UTR inh 2, NR2E3 ag-1 -16, iPSC survival up 0.2, HIF-2a inh -8, CF NFkB inh 8, KKLEB tox 11, TWEAK Fn14 block 0 and aDG glyco act 0.0.
For Cc1cc(C)cc(NC(=O)CCC(=O)Nc2nnc(C(C)C)s2)c1 the results were MITF TRPM1 inh 8, Peg3 promoter 4, Shn3 3UTR inh -9, NR2E3 ag-1 -1, iPSC survival up 0.3, NR2E3 ag-2 1, HIF-2a inh 18, CF NFkB inh 13, KKLEB tox -3, TWEAK Fn14 block -11 and aDG glyco act 0.0.

Filtered by structure: those above containing a tert-butyl group.
Screening CCN(CC)C(=O)C1=C(C)N(Cc2ccc(C(C)(C)C)cc2)C(=O)C(CC(=O)NC2CCCC2)C1 (stereo not drawn) returned Peg3 promoter 8, Shn3 3UTR inh -9, NR2E3 ag-1 14, iPSC survival up 2.5, HIF-2a inh -7, CF NFkB inh 28, KKLEB tox 5, TWEAK Fn14 block -9 and aDG glyco act 0.2.
Screening C[C@H](NC(=O)c1ccc(C(C)(C)C)cc1)C(=O)N1CCOCC1 returned MITF TRPM1 inh -2, Peg3 promoter 1, Shn3 3UTR inh 2, NR2E3 ag-1 -16, iPSC survival up 0.2, HIF-2a inh -8, CF NFkB inh 8, KKLEB tox 11, TWEAK Fn14 block 0 and aDG glyco act 0.0.

Later entries:
N#CC(C#N)=C1C=C2C=C(N3CCOCC3)CCC2CC1 (stereo not drawn) was read as MITF TRPM1 inh 1, Peg3 promoter 13, Shn3 3UTR inh -2, NR2E3 ag-1 -16, iPSC survival up 0.5, HIF-2a inh 7, CF NFkB inh -135, KKLEB tox 3, TWEAK Fn14 block 10 and aDG glyco act -0.8.
Screening O=C(CCNS(=O)(=O)c1cccc2nsnc12)NCCc1ccccc1 returned MITF TRPM1 inh -5, Peg3 promoter -2, Shn3 3UTR inh 0, NR2E3 ag-1 -18, iPSC survival up 1.3, NR2E3 ag-2 -3, HIF-2a inh 2, CF NFkB inh -12, KKLEB tox 7, TWEAK Fn14 block -3 and aDG glyco act -0.1.
CN(C)CCCN(C(=O)c1ccco1)c1nc2c(F)cc(F)cc2s1 was read as MITF TRPM1 inh -9, Peg3 promoter -17, Shn3 3UTR inh 13, NR2E3 ag-1 1, iPSC survival up -0.9, NR2E3 ag-2 -1, HIF-2a inh -9, CF NFkB inh -10, KKLEB tox -6, TWEAK Fn14 block -14 and aDG glyco act 0.0.
`O=C(CSC(=S)N1CCCC1)Nc1ccc(Br)cc1Cl` gave MITF TRPM1 inh -5, Peg3 promoter -28, Shn3 3UTR inh 3, NR2E3 ag-1 -15, iPSC survival up -0.4, NR2E3 ag-2 0, HIF-2a inh -53, CF NFkB inh -6, KKLEB tox -6, TWEAK Fn14 block -10 and aDG glyco act -0.4.
`COc1ncccc1C(=O)N1CCCC(C(=O)c2cc(F)ccc2F)C1` (stereo not drawn) gave MITF TRPM1 inh -9, Peg3 promoter -1, Shn3 3UTR inh 13, NR2E3 ag-1 2, iPSC survival up 2.0, NR2E3 ag-2 1, HIF-2a inh 6, CF NFkB inh 2, KKLEB tox 6, TWEAK Fn14 block -10 and aDG glyco act 0.1.
For O=C(O)c1cccc(-c2csc(C(O)(c3ccccc3)C(F)(F)F)n2)c1 (stereo not drawn) the results were Peg3 promoter -63, Shn3 3UTR inh -9, NR2E3 ag-1 -54, iPSC survival up 0.3, HIF-2a inh -48, CF NFkB inh 20, KKLEB tox -3, TWEAK Fn14 block -9 and aDG glyco act -0.1.
`Cc1c(Cl)cccc1Nc1nc(N)nc(CN2CCCCCC2)n1` gave MITF TRPM1 inh -14, Peg3 promoter 13, Shn3 3UTR inh -5, NR2E3 ag-1 -15, iPSC survival up -3.4, NR2E3 ag-2 3, HIF-2a inh 21, CF NFkB inh -12, KKLEB tox -3, TWEAK Fn14 block -6 and aDG glyco act 0.0.
For N#Cc1ccccc1Sc1ccccc1C(=O)OCC(=O)NC12CC3CC(CC(C3)C1)C2 the results were MITF TRPM1 inh -1, Peg3 promoter 2, Shn3 3UTR inh 7, NR2E3 ag-1 1, iPSC survival up 1.0, NR2E3 ag-2 -3, HIF-2a inh 15, CF NFkB inh 1, KKLEB tox -7, TWEAK Fn14 block 63* and aDG glyco act 0.1.
